Bioassay records as filed in PubChem.
Vif-APOBEC3G blk: Vif-A3G binding inhibition | actives 0.076% (n = 410,000) | Potency, µM (highest dose often 46.1 µM), without a hit: at the highest dose activity, negative = active, hits mostly inhibitors | AID 602310 | Q9HC16 | HeLa A3G-eYFP + Vif (tagged APOBEC3G with the HIV-1 protein that degrades it), YFP fluorescence, overnight;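 further: potency means the concentration at half of the fitted maximal effect; on the % scale 0 is the no-effect control and ±100 the full control effect; nearly all actives have a fitted effect of over 60% in size; hits raise eYFP signal because A3G escapes Vif-driven loss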
Target sequence (Q9HC16 whole entry, looked up): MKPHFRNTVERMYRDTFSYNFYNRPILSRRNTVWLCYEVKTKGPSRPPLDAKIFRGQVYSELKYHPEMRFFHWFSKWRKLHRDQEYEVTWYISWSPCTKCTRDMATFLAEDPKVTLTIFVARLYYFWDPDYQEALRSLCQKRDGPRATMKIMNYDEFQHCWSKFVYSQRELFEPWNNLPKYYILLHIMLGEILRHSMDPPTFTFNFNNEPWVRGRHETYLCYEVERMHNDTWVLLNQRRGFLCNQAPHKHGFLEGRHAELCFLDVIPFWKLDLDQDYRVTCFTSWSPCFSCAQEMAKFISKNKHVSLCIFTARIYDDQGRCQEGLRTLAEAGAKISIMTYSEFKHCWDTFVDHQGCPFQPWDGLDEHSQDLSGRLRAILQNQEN
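HeLa cells stably expressing Vif and C-terminally eYFP-tagged A3G, seeded overnight at 37 deg C, then exposed to compound by pintool overnight at 37 deg C. Rise in yellow fluorescence (Ex 488/Em 500-530, Acumen) marks blocked Vif-driven A3G degradation.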
GRP78 ERSR act: ER stress response induction in glioma. U87-MG GRP78 promoter luciferase reporter, 16 h. Potency, µM, inactives show top-dose activation, hits mostly activators. AID 602332. actives 0.02% (n = 420,000); further: potency means the concentration at half of the fitted maximal effect; series mostly up to about 76 µM; % of control where 0% means no effect; nearly all actives have a fitted effect of over 35% in size
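Stably transfected U87-MG glioma cells carrying a GRP78-based luciferase sensor; 16 h compound incubation. Luminescence end-point read 10 min after Bright-Glo addition at room temperature.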
LDHA block: blocks human lactate dehydrogenase A | P00338 | purified LDHA, NADH/diaphorase-resazurin fluorescence; hits give low values | activity change, % (values are at about 110 or 230 µM) | actives 0.15% (n = 480,000); in the data active means activity change below about -30%; inconclusive means mostly about -25% to -30%;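 further: plate controls were DMSO wells for no effect and wells without enzyme for full effect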
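Enzyme activity of human lactate dehydrogenase 5 (2 nM; 0.06 mM NADH, 0.2 mM pyruvate, 5 min, RT) is measured via a resazurin/diaphorase fluorescence readout of residual NADH.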
* hit, by the source's call; ? = inconclusive. Unless noted, the call rests on the fitted dose curve; in most records, active means well fitted curve in the direction sought with a large enough effect; inconclusive means small, poorly fitted or top-dose-only effect, or another doubt; inactive means no such curve, though single readings can be large; an effect the other way counts as inactive or inconclusive. Not all compounds are listed. The share of hits here may be higher or lower than overall.

1: O=C(Nc1ccc(N2CCOCC2)cc1)c1csc(COCCO)n1
2: CC(C)Nc1nc(NCCOc2ccccc2)c2sccc2n1
3: O=C(NCc1cccnc1)c1cc(C2CCCCN2C(=O)CCCc2ccccc2)on1 (centres undefined)
4: Cc1cc(Cl)ccc1NC(=O)/N=C1/NC(=O)CS1
5: COc1cccc(-c2cnc3c(NC(C)=O)cc(-c4cccc(NS(C)(=O)=O)c4)cn23)c1
6: Cc1cc(C)cc(Cn2c3ccc(NC(=S)NC4CCCCC4)cc3c(=O)n2C)c1
7: COCCNC(=O)C1(C)CCN(C(=O)c2ccc(C(F)(F)F)nc2C)C1 (centres undefined)
8: CC1(C(=O)Nc2cnc3ccccc3c2)CCN1C(=O)c1ccccc1CCc1ccccc1 (centres undefined)

compound no.,1,2,3,4,5,6,7,8
Vif-APOBEC3G blk,-1%,0%,0%,-2%,-20%,-4%,2%,-9%
GRP78 ERSR act,-5%,-3%,-2%,-1%,7%,-2%,1%,-5%
LDHA block,-4,3,-2,-9,-3,-1,-1,2

9: CC(C)c1ccc(NC(=O)Nc2nc(C(C)N)cs2)cc1 (centres undefined)
10: O=C1NC[C@H](Cc2ccccc2)N(C[C@@H]2CCCN2C[C@H](Cc2ccccc2)N2C[C@H](Cc3ccccc3)N(CC3CCCCC3)C(=O)C2=O)C1=O
11: CCCNC(=O)C1(C)CCCN(Cc2ccc(C#N)cc2)C1 (centres undefined)
12: COc1cc(-c2cc3nc(NCCOc4ccccc4)ccn3n2)cc(OC)c1OC
13: CCCc1nc2ccc(C(=O)OC)cn2c1Cc1cccc(F)c1
14: O=C(NCc1ccccc1Cl)c1csc([C@@H]2O[C@H](CO)[C@H](O)[C@H](O)[C@H]2O)n1
15: c1ccc(CNn2nnc3ccccc32)cc1
16: FC(F)C(F)(F)Oc1cccc(Nc2nccn3c(-c4cc(C(F)(F)F)cc(C(F)(F)F)c4)cnc23)c1

compound no.,9,10,11,12,13,14,15,16
Vif-APOBEC3G blk,-21%,?,-4%,?,-6%,-2%,1%,1%
GRP78 ERSR act,0%,-1%,-3%,-4%,0%,-1%,0%,0%
LDHA block,-3,-1,-8,-1,2,-7,-4,-21

17: CC(=O)Nc1c([N+](=O)[O-])cc2c3c(cccc13)CC2
18: COCCCN1C(=O)C(CC(=O)NC2CC2)CC(C(=O)N2CCOCC2)=C1C (centres undefined)
19: Cn1nc(C(C)(C)C)cc1C(=O)N1CCCCC1c1cc(C(=O)Nc2ccccc2)no1 (centres undefined)
20: NC(COCc1ccccc1)c1csc(NC(=O)Nc2cccc(Cl)c2)n1 (centres undefined)
21: COc1ccc(S(=O)(=O)NC(=O)C2(C)CCN2C(=O)C2CC2)cc1 (centres undefined)
22: NC(Cc1ccc(F)cc1)c1csc(Nc2nccc(C(F)(F)F)n2)n1 (centres undefined)
23: CC(=O)c1ccc(Nc2nc(C(N)COCc3ccccc3)cs2)cc1 (centres undefined)
24: CC1(C(=O)NCc2ccccc2Br)CCN1Cc1ccccc1OC(F)F (centres undefined)

compound no.,17,18,19,20,21,22,23,24
Vif-APOBEC3G blk,-2%,1%,1%,-5%,-5%,-17%,-2%,-2%
GRP78 ERSR act,0%,-3%,-1%,-10%,-1%,-10%,-3%,-3%
LDHA block,-4,-2,-1,-11,-5,-16,-5,3

25: CC1(C(=O)NS(=O)(=O)C2CC2)CCCN(C(=O)COCc2ccccc2)C1 (centres undefined)
26: Cc1nc(C(F)(F)F)ccc1C(=O)N1CCC1(C)C(=O)NS(=O)(=O)c1ccc(C(C)(C)C)cc1 (centres undefined)
27: CCc1nc2c(OCc3ccccc3)cccn2c1N(C)C(=O)COc1ccccc1
28: O=C(Nc1ccc(N2CCOCC2)cc1)c1csc([C@H]2C[C@H](O)[C@@H](CO)O2)n1
29: COc1ccc(Cl)cc1-c1noc([C@@H]2O[C@H](CO)[C@@H](O)[C@H]2O)n1
30: COc1cccc(-c2cnc3c(NC(C)=O)cc(-c4ccccc4OC)cn23)c1
31: COc1ccc(C(C)=O)cc1Cn1c(C)c(C(=O)NCCC#N)sc1=O
32: CCNC(=O)C1(C)CCCN(Cc2cccc(Oc3ccccc3)c2)C1 (centres undefined)

compound no.,25,26,27,28,29,30,31,32
Vif-APOBEC3G blk,-2%,-6%,-5%,-5%,-3%,-14%,-3%,3%
GRP78 ERSR act,-1%,-4%,-3%,-4%,2%,3%,0%,3%
LDHA block,-9,-2,0,-4,-4,1,-6,-3

Part of the list above in order of heavy-atom count, highest first:
5: COc1cccc(-c2cnc3c(NC(C)=O)cc(-c4cccc(NS(C)(=O)=O)c4)cn23)c1
24: CC1(C(=O)NCc2ccccc2Br)CCN1Cc1ccccc1OC(F)F (centres undefined)
22: NC(Cc1ccc(F)cc1)c1csc(Nc2nccc(C(F)(F)F)n2)n1 (centres undefined)
13: CCCc1nc2ccc(C(=O)OC)cn2c1Cc1cccc(F)c1
2: CC(C)Nc1nc(NCCOc2ccccc2)c2sccc2n1
9: CC(C)c1ccc(NC(=O)Nc2nc(C(C)N)cs2)cc1 (centres undefined)

compound no.,5,24,22,13,2,9
Vif-APOBEC3G blk,-20%,-2%,-17%,-6%,0%,-21%
GRP78 ERSR act,7%,-3%,-10%,0%,-3%,0%
LDHA block,-3,3,-16,2,3,-3

Next entries
33: OC(c1ccc(F)c(F)c1)c1nc(-c2ccc3ccccc3c2)cs1 (centres undefined)
34: CCOc1ccc(Cl)cc1-c1cc(C(=O)NCc2cc(C(F)(F)F)cc(C(F)(F)F)c2)[nH]n1
35: CC1(C(=O)Nc2cnc3ccccc3c2)CCN1C(=O)CCc1ccccc1 (centres undefined)
36: CC(=O)c1ccc2c(c1)N(Cc1ccc3ccccc3c1)C(=O)C(C)S2 (centres undefined)
37: O=C(NCc1cccc(C(F)(F)F)c1)c1ccc2nc([C@H]3C[C@H](O)[C@@H](CO)O3)[nH]c2c1
38: N#Cc1c(Cl)cccc1N1CCSCC1
39: ClC(Cl)(Cl)C1=NCc2nnn(Cc3ccccc3)c2N1
40: CCCC(=O)N1CCC1(C)C(=O)Nc1cccc(OC(C)C)c1 (centres undefined)

compound no.,33,34,35,36,37,38,39,40
Vif-APOBEC3G blk,-11%,4%,3%,-1%,-1%,-7%,3%,1%
GRP78 ERSR act,-9%,-3%,2%,-2%,-3%,-1%,2%,-2%
LDHA block,-7,-2,-3,-5,-3,-13,-3,0

41: O=C(Nc1ccc(Cl)cc1)C1Cc2c(-c3ccccc3)ccnc2O1 (centres undefined)
42: CC1(C(=O)NS(=O)(=O)c2ccc3c(c2)CCO3)CCN1C(=O)COc1ccc(Cl)cc1 (centres undefined)
43: CC(=O)Nc1ccc(C(=O)N2CCCCC2c2cc(C(=O)NCc3ccccc3)no2)cc1 (centres undefined)
44: COC(=O)c1cnc(NC(=O)C2(C)CCN2C(=O)C(C)C)s1 (centres undefined)
45: C=CCNc1nc2cc(-c3cccc(NC(C)=O)c3)sc2c(=O)n1C
46: CC1CCN(C(=O)c2[nH]c(C(F)(F)F)nc2-c2ccccc2)CC1
47: CC(=O)Nc1ccc(-c2ccnc3c2CC(C(=O)NCCC(F)(F)F)O3)cc1 (centres undefined)
48: CC(C)N(C)c1ncnc2c1ncn2[C@H]1CN(Cc2ccc(F)cc2)C[C@@H](CO)O1

compound no.,41,42,43,44,45,46,47,48
Vif-APOBEC3G blk,-1%,-3%,-2%,-1%,-28%,-1%,-27%,-5%
GRP78 ERSR act,-3%,-2%,-3%,-1%,2%,0%,-3%,-6%
LDHA block,-5,-1,-4,1,-1,0,0,-2

49: CN(C)CCCNc1nc2cc(-c3cccc(Cl)c3)sc2c(=O)n1C
50: COc1ccc(-c2coc3c(C(=O)NC4CCCCC4)cccc23)c(C)c1
51: CCCS(=O)(=O)NC(=O)C1(C)CCCN(C(=O)c2ccc(F)c(Cl)c2)C1 (centres undefined)
52: CC1(C(=O)Nc2cccc3ccccc23)CCN1C(=O)Cc1ccccc1Cl (centres undefined)
53: COc1ccc(C(C)=O)cc1CN1C(=O)C(C)ON=C1c1ccccn1 (centres undefined)
54: CCNC(=O)C1CCCN(C(=O)c2ccco2)CC1 (centres undefined)
55: CCCc1ccc(C(O)c2ncc(-c3cccc(OC)c3)[nH]2)cc1 (centres undefined)
56: CCCc1ccc(C(O)c2ncc(-c3ccccc3)[nH]2)cc1 (centres undefined)

compound no.,49,50,51,52,53,54,55,56
Vif-APOBEC3G blk,-18%,-1%,1%,-8%,-1%,1%,-3%,-5%
GRP78 ERSR act,-3%,-4%,-4%,-2%,-1%,-4%,-1%,6%
LDHA block,-7,-8,-3,0,0,-6,2,-8

57: CCCNC(=O)C1(C)CCCN(C(=O)C(c2ccccc2)c2ccccc2)C1 (centres undefined)
58: CC(=O)c1ccc(OCc2nnn(CC(=O)O)c2-c2ccccc2)cc1
59: CCNC(=O)C1(C)CCN(C(=O)c2ccc(F)c(Cl)c2)C1 (centres undefined)
60: CCOc1ccc(CCN2C(=O)C(=O)N([C@@H](Cc3ccccc3)CN3CCC[C@@H]3CN3C(=O)C(=O)NC[C@@H]3Cc3ccc(O)cc3)C[C@@H]2Cc2ccccc2)cc1
61: COC(=O)c1ccc2nc(C3CCCCC3)c(CC(C)(C)C)n2c1
62: COc1ccccc1-c1ccc2c(c1)C(C)(Cc1ccc(F)c(Cl)c1)C(=O)N2 (centres undefined)
63: Cc1ccc(CNc2nc3cc(-c4ccccc4C)sc3c(=O)n2C)c(C)c1
64: OC[C@@H]1CN(Cc2ccc(F)cc2)C[C@H](n2cnc3c(N4CCCC4)ncnc32)O1
65: CCCS(=O)(=O)NC(=O)C1(C)CCN(C(=O)c2cccs2)C1 (centres undefined)

compound no.,57,58,59,60,61,62,63,64,65
Vif-APOBEC3G blk,0%,-2%,-3%,1%,-14%,-9%,-9%,2%,2%
GRP78 ERSR act,-4%,-3%,-2%,-4%,1%,-11%,1%,-4%,-2%
LDHA block,-6,-8,-2,-3,1,2,1,0,-7
